# TEAD-YAP block: TEAD-YAP interaction inhibition. inhibition, % at 9.12 µM. HEK-TIYL cells, TEAD-Gal4/YAP UAS-luciferase luminescence. 1.4% of 640,000 active. AID 1259422; in the data active = inhibition above about 32%;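 also: 0% = median of test compound wells and 100% = reference inhibitor wells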
# MITF primary: blocks human microphthalmia-associated transcription factor; O75030; AlphaScreen MITF homodimerization, bead proximity signal; inhibition, % at 2.6 µM; 0.91% of 650,000 active; in the data active = inhibition above about 50%;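 also: 0% = vehicle wells with protein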
# GPR151 ag: human GPR151 activation | PathHunter beta-arrestin GPR151 cells, luminescence | 1% of 650,000 active | activation, % at 11.2 µM | AID 1508602; in the data active = activation above about 4.9%;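 also: 0% = median of compound wells and 100% = cells with positive control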
# FBW7 act: activators of human E3 ligase FBW7; Q969H0; AlphaScreen FBW7–phospho-cyclin E peptide binding, activator screen; normalized activity (activation), % at 26.1 µM; 0.13% of 650,000 active; AID 1259310; in the data active = normalized activity above about 1.9%;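 also: purified mutant Fbw7 with reduced substrate affinity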
# Target sequence (Q969H0 whole entry, looked up): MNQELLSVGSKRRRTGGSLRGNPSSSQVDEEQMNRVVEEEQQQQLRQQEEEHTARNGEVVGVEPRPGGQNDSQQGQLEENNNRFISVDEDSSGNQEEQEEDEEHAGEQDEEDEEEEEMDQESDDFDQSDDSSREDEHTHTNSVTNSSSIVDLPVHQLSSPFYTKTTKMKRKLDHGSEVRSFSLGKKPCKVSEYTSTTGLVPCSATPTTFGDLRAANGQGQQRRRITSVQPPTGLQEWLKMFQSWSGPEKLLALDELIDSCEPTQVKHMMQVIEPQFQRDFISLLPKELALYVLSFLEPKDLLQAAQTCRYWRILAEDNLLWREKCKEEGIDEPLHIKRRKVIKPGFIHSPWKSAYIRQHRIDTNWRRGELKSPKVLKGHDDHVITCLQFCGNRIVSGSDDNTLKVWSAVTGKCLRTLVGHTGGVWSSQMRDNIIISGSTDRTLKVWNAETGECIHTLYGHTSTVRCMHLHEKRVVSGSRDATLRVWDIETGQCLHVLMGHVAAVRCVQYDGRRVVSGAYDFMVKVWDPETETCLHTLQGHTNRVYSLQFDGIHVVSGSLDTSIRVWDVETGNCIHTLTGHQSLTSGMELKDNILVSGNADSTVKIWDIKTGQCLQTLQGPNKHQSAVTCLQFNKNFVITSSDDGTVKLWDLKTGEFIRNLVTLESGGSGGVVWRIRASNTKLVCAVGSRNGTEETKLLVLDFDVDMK
# Active calls of the source: *.
no.	SMILES	TEAD-YAP block	MITF primary	GPR151 ag	FBW7 act
1	Cc1nonc1C(=O)N1CCC(CCC(=O)Nc2ccccc2)CC1	6	5	0.8	0.0
2	Cc1cc(Cl)c(OCCN2CCNCC2)c(Br)c1	-13	76*	3.4	-0.2
3	COc1ccc(NS(=O)(=O)c2ccc(NC(=S)NC(=O)c3ccccc3)cc2)nn1	1	4	-8.1	-0.1
4	Cc1cc(I)ccc1N=Cc1nc(-c2ccc([N+](=O)[O-])cc2)oc1O	2	14	-0.6	0.2
5	O=C1OC(OC(=O)c2ccccc2)C(Nc2cccc(O)c2)=C1Cl (stereo not given)	2	11	-1.0	2.4*
6	Cc1cccc(-n2c(=O)[nH]c3c(C(N)=O)nc(C(C)C)nc32)c1	14	3	0.1	0.4
7	CC(=O)NCCNC(=O)c1nonc1N	8	-6	0.0	0.1
8	O=c1ccc(-c2ccco2)cn1Cc1ccc(F)cc1Cl	-11	25	-0.8	0.1
9	CCOC(=O)c1c(C)oc2ccc(NS(=O)(=O)c3cc(C)ccc3C)cc12	-5	11	-0.2	0.5
10	O=C1C2C3C=CC(C3)C2C(=O)N1c1ccccc1Oc1c(F)c(F)c(Oc2ccccc2N2C(=O)C3C4C=CC(C4)C3C2=O)c(F)c1F (stereo not given)	-13	4	0.0	-0.1
11	CC1=C(C(=O)Nc2cccc(C)n2)C(c2ccsc2)C2=C(CCCC2=O)N1 (stereo not given)	4	12	-0.3	0.8
12	CCOC(=O)c1ccc(-n2c(N)c(C(=O)N3CCN(C)CC3)sc2=S)cc1	11	1	0.5	0.0
13	CCOC(=O)N1CCN(C(=O)c2c[nH]c3ccc(S(=O)(=O)N(C)c4ccc(C(C)C)cc4)cc3c2=O)CC1	4	-2	0.1	-0.4
14	COC(=O)c1ccc(C(=O)OC)c(NC(=O)C(c2ccccc2)c2ccccc2)c1	1	-6	-0.7	-0.2
15	O=C1CCCC2=C1C(c1cccc(O)c1)c1c(ccc3ncccc13)N2 (stereo not given)	0	10	1.4	0.2
16	COC(=O)C1=C(C)N(CCc2ccccc2)C(=O)C1	-1	10	-0.3	0.2
17	CCC1(CC)NC(=O)N(CC(=O)OCC(=O)NC(=O)c2ccc(Cl)cc2)C1=O	-5	1	0.2	-0.1
18	CCOc1ccc(N2CC(C(=O)OCC(=O)Nc3ccc(CC)cc3)CC2=O)cc1 (stereo not given)	-3	7	0.8	-0.2
19	COc1cccc(C(=O)NC(C)C23CC4CC(CC(C4)C2)C3)c1OC (stereo not given)	1	0	1.6	0.1
20	Cc1c(C(=O)NC2CCCCC2)sc2ncn(CC(=O)Nc3ccc(C(C)C)cc3)c(=O)c12	-2	50	0.3	0.0

# Part of the list above in order of length of the SMILES, lowest first.
no.	SMILES	TEAD-YAP block	MITF primary	GPR151 ag	FBW7 act
5	O=C1OC(OC(=O)c2ccccc2)C(Nc2cccc(O)c2)=C1Cl (stereo not given)	2	11	-1.0	2.4*
3	COc1ccc(NS(=O)(=O)c2ccc(NC(=S)NC(=O)c3ccccc3)cc2)nn1	1	4	-8.1	-0.1
20	Cc1c(C(=O)NC2CCCCC2)sc2ncn(CC(=O)Nc3ccc(C(C)C)cc3)c(=O)c12	-2	50	0.3	0.0

# The listing picks up, starting two compounds before the break.
no.	SMILES	TEAD-YAP block	MITF primary	GPR151 ag	FBW7 act
19	COc1cccc(C(=O)NC(C)C23CC4CC(CC(C4)C2)C3)c1OC (stereo not given)	1	0	1.6	0.1
20	Cc1c(C(=O)NC2CCCCC2)sc2ncn(CC(=O)Nc3ccc(C(C)C)cc3)c(=O)c12	-2	50	0.3	0.0
21	CCCOC(=O)Cn1cnc2ccccc2c1=O	-10	7	-0.3	0.0
22	Cc1cc(-n2c(SCC(=O)Nc3ccccc3)nnc2-c2cccnc2)ccc1Cl	-9	12	0.7	0.1
23	Cc1cc(F)ccc1N1C(=O)CN(S(C)(=O)=O)CC1(C)C(=O)NC1CCCC1 (stereo not given)	2	7	-1.1	0.5
24	CN(C)/N=C/C=C1\CCC/C(=C/c2cc(Br)cs2)C1=O	-15	19	0.5	0.5
25	CC1CCCN(CCC(=O)Nc2ccc(F)cc2)C1 (stereo not given)	9	21	0.9	0.7
26	CCOc1cc(C2NC(=S)NC(C)=C2C(=O)Nc2ccc(OC)cc2)ccc1O (stereo not given)	-10	-3	0.0	-0.1
27	Cc1ccc(CN2CCCC(CNC(=O)c3ccc(F)cc3)C2)o1 (stereo not given)	12	5	2.0	0.1
28	O=C(O)c1cccc(NC(=S)N/N=C/c2ccc([N+](=O)[O-])cc2)c1	11	-2	0.7	0.0
29	CCC(=O)N1CCN(S(=O)(=O)c2ccc(C)cc2)C1c1ccc(OC)cc1 (stereo not given)	-4	10	-0.5	0.0
30	O=C(O)C1CCC1C(=O)N1CCC2(CC1)OCc1cc(F)ccc1O2 (stereo not given)	-3	-11	-0.4	0.0
31	CC(C)OCCCNC(=O)CN(C)c1nnc(N2CCCC2=O)s1	-2	-4	2.8	0.0
32	CN(C)C(=O)C[n+]1ccc(/C=N/O)cc1	6	5	2.3	-0.1
33	CC(C)c1cc(C(C)C)c(S(=O)(=O)NC(CO)(CO)CO)c(C(C)C)c1	3	3	0.1	-0.1
34	CC1CN(C(=O)/C=C/c2ccc3c(c2)OCO3)CC(C)O1 (stereo not given)	-6	-3	-0.6	0.0
35	Cc1ccc(Cl)cc1NC(=S)N(Cc1ccc(F)cc1)C1CCCCC1	12	16	-0.6	0.3
36	c1ccc(-c2nc3c(c(N4CCCCC4)n2)CNCC3)nc1	0	8	0.9	-0.7
37	O=C1CN(CC(=O)N2CCCCC2)c2ccccc2O1	-13	7	-0.4	0.1
38	CSc1ccc(Cn2nnc(C(=O)Nc3ccc4c(c3)OCCO4)c2N)cc1	-51	8	-0.5	0.1
39	COC(=O)c1ccc(C(=O)OC)c(NC(=O)C(C)Oc2ccc(Cl)cc2C)c1 (stereo not given)	-3	18	-1.4	0.0
40	Cc1ccccc1NC(=O)c1ccc(N2C(=O)C3CC=CC(C)C3C2=O)cc1 (stereo not given)	-3	10	-0.3	0.1
41	O=C(COC(=O)c1ccc(OC(F)F)cc1)NC1CCS(=O)(=O)C1 (stereo not given)	2	3	-0.7	0.0
42	CCc1ccccc1NC(=O)Cn1cnc2c(sc3cccc(F)c32)c1=O	3	21	-0.6	0.2
43	Cc1cccc(NC(=O)CSc2nc3ccccc3c(=O)[nH]2)c1	5	13	1.2	-0.2
44	Brc1cccc(CN2CCN(Cc3ccncc3)CC2)c1	1	47	-1.1	-0.2
45	C=CCOc1ccc(/C=C2/SC(=Nc3cccc(C(=O)O)c3)NC2=O)cc1OC	9	25	-1.1	0.0
46	Cc1cc(C)n2nc3nc(N4CCOCC4)nc(-c4ccc(C(C)C)cc4)c3c2n1	-2	-13	-0.5	-0.1
47	COc1cc(CNc2ccc(Br)cn2)cc(OC)c1OC	-7	3	1.2	-0.1
48	CCN(CC)C(=O)CSc1nc2ccsc2c(=O)n1CC1CCC(C(=O)O)CC1 (stereo not given)	1	5	0.5	-0.1
49	Cc1ccc2c(c1)NC(=O)C(CCO)O2 (stereo not given)	8	-3	-0.6	-0.1
50	COc1cc(N2CCCC2)c(OC)cc1/C=C1\NC(=O)N(Cc2ccccc2)C1=O	-11	-6	1.7	1.0
51	COC(=O)Cc1nc(N2CCN(c3ccc(F)cc3)CC2)c2c(C)c(C)sc2n1	25	-1	-1.4	0.2
52	CC(=O)Oc1ccc(C(=O)NCCCc2ccccc2)cc1	-45	-5	0.0	0.0
53	O=C(CSc1nnc2c3c4c(sc3ncn12)CCCC4)Nc1nccs1	-2	10	1.7	0.0
54	COC(=O)c1ccccc1NC(=O)c1cccc(NC(=O)COc2ccccc2C)c1	2	19	0.8	0.8
55	CN1C(=O)/C(=C/c2cccc(Br)c2)SC1=S	-7	-3	1.3	-0.3
56	CCOc1ccc(/C=C2\SC(=S)N(CC(=O)N3CSCC3C(=O)O)C2=O)cc1 (stereo not given)	9	-5	1.2	-0.1
57	CCN(C(=O)c1cc2cccc(OC)c2oc1=O)C1CCCCC1	-9	-7	0.5	-0.2
58	COc1ccccc1OCC(=O)NCCSCc1ccc(Cl)cc1	1	18	-0.9	0.1
59	O=C(O)CN1C(=O)/C(=C\c2ccc(O)cc2O)SC1=S	-6	87*	-2.6	-0.1
60	COc1ccc(Nc2nc(-c3ccc([N+](=O)[O-])cc3)nc3ccccc23)cc1	0	-6	-0.6	0.0
61	COc1ccccc1NC(=O)c1c(N)sc2c1CCC2	-2	-9	-1.6	0.0
62	COc1ccc(N2CC(O)=C(c3ccccc3)C2=N)c([N+](=O)[O-])c1	-7	5	-1.0	-0.2
63	COc1ccc(C2C(C(C)=O)=C(O)C(=O)N2CCCC(=O)O)c(OC)c1 (stereo not given)	-1	3	-0.6	0.0
64	CCC(C)(NC(=O)c1ccc2c(c1)OCO2)C(=O)NC1CCCCC1 (stereo not given)	3	3	-0.8	0.0
65	O=C(CN1C(=O)CCc2ccccc21)Nc1ccc(F)c(Cl)c1	1	6	1.0	-0.2
66	C=CCNC(=O)CC1C(=O)NCCN1Cc1cccc(OC)c1 (stereo not given)	3	0	-0.5	-0.1
67	Nc1nc(-c2ccc(C(=O)NC3CC3)cc2)nc2c1ncn2Cc1ccc(C(F)(F)F)cc1	-12	-13	-0.1	0.0
68	CCSc1nc2sccn2c(=O)c1C(=O)N(C)C(C)C	6	-1	-0.8	0.1
69	Fc1ccccc1OCCn1ccnc1	-2	16	0.4	0.8
70	CCCCCOc1ccc(NC(=O)CSCC(=O)Nc2ccccc2)cc1	1	6	1.1	-0.1
71	CCn1nc(C)c(NC(=O)Nc2cccc(Cl)c2Cl)c1C	-6	17	0.7	0.1
72	O=C1C(Cl)=C(N2CCOCC2)C(=O)C(Cl)(Cl)C1(Cl)Cl	1	21	0.2	-0.2
73	CCOC(=O)C1=C(c2ccccc2)N=c2s/c(=C\c3ccc(N(CC)CC)cc3OC)c(=O)n2C1c1ccccc1OC (stereo not given)	1	13	-0.2	0.2
74	COc1cccc(NC(=O)CSC2=C(C#N)C(c3ccccc3)C(C(=O)Nc3ccccc3)=C(C)N2)c1 (stereo not given)	4	-1	-0.4	0.0
75	Cc1cc2c(cc1C)-c1nc3ccccc3cc1C2=O	-30	4	-2.5	0.0
76	COCCNC(=O)CN(CC1CCCO1)C(=O)CCC(=O)Nc1cc(C)on1 (stereo not given)	-5	20	-0.6	-0.1
77	O=C(CC1(O)C(=O)Nc2ccccc21)c1ccc(F)cc1 (stereo not given)	-5	-6	0.0	-0.1
78	COc1ccc(/C=N/NC(=O)c2ccccn2)cc1O	-49	-1	-1.3	-0.1
79	O=C(COC(=O)CCOc1ccccc1)Nc1ncc(C(F)(F)F)cc1Cl	11	-10	-1.0	-0.1
80	FC(F)(F)c1ccc(Cn2cnc3c(Nc4ccc5c(c4)OCO5)nc(Cl)nc32)cc1	-8	0	0.5	0.2

# Additional results:
no.	SMILES	TEAD-YAP block	MITF primary	GPR151 ag	FBW7 act
81	O=C1C2C3c4ccccc4C(c4ccccc43)C2C(=O)N1NC(=O)C12CC3CC(CC(C3)C1)C2 (stereo not given)	6	-5	-0.5	0.0
82	O=C(O)C1CC1C(=O)N1CCc2ccccc21 (stereo not given)	-4	-4	2.1	-0.1
83	C/C(=N\OC(=O)c1ccc([N+](=O)[O-])cc1)c1ccccc1	-1	2	-0.5	0.1
84	COc1cccc(CCNC(=O)c2ncoc2-c2ccc3ccccc3c2)c1	11	-1	0.4	0.0
85	COc1cc(OC)nc(COc2ccc(C(=O)NCCN3CCOCC3)cc2)n1	-2	1	-0.5	0.1
86	Cc1noc(C)c1-c1nc(N)c2ncn(-c3ccsc3)c2n1	17	11	0.1	0.1
87	CCOc1ccc(-c2nnc3ccc(SCC(=O)NCc4ccco4)nn23)cc1	5	20	-1.1	0.1
88	CN(C)S(=O)(=O)N1CCN(c2ccc(F)cc2)CC1	-6	15	0.7	0.2
89	CCOc1ccc(-n2ccnc(SCC(=O)Nc3ccc(C)c(C)c3)c2=O)cc1	-3	2	-0.6	0.0
90	C=CCN(CC=C)S(=O)(=O)c1ccc(C(=O)N2CCCCC2)cc1	2	8	0.2	-0.1
91	CC1SC2(C(=O)Nc3ccccc32)N(c2ccc(F)cc2)C1=O (stereo not given)	1	-3	-0.2	0.0
92	COc1cc2c(cc1OC)CN(C(=O)c1cccc(Cl)c1)CC2	26	16	0.1	0.0
93	Cc1cc2c(cc3c(=O)n(CC(=O)N4CCCC4)nc(C)n32)o1	5	16	-0.4	0.4

# Records 91 to 93 of the list above:
no.	SMILES	TEAD-YAP block	MITF primary	GPR151 ag	FBW7 act
91	CC1SC2(C(=O)Nc3ccccc32)N(c2ccc(F)cc2)C1=O (stereo not given)	1	-3	-0.2	0.0
92	COc1cc2c(cc1OC)CN(C(=O)c1cccc(Cl)c1)CC2	26	16	0.1	0.0
93	Cc1cc2c(cc3c(=O)n(CC(=O)N4CCCC4)nc(C)n32)o1	5	16	-0.4	0.4

# Compounds as they come; 3.4% or so of the library scored in one or more.
